D2 ag: HTS Assay for Allosteric Agonists of the Human D2 Dopamine Receptor: Primary Screen for Agonists. 340,000 tested, 0.53% active. HEK293 T-REx D2 cells, calcium flux agonist mode. AID 485358, 2010. activation, % at 2 µM;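 active = activation over 3 SD above normal in the single-dose calcium agonist read, cut at about 30% in these data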; note: 0% is about no effect
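Calcium-flux readout, 1 cycle/sec over 180 s following compound pin transfer, in inducible HEK293 Trex D2 cells (force-coupled); dopamine controls included. Positive calcium responses during this window marked compounds as potential agonists.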
D1 PAM: Potentiators of Human D1 Dopamine Receptor: qHTS. D(1A) dopamine receptor (Homo sapiens), P21728. HEK293 TREx D1 cells, calcium flux, dopamine EC20 potentiation. potentiation, % at 10 µM. 360,000 tested, 0.036% active. AID 504651, 2011; in the data active = potentiation above about 30%; note: 0% is about no effect
D1 antag: Antagonist of Human D 1 Dopamine Receptor: qHTS. D(1A) dopamine receptor (Homo sapiens), P21728. HEK293 TREx D1 cells, calcium flux, dopamine EC80; hits give low values. activity change, negative = inhibition, % at 10 µM. 360,000 tested, 3.2% active; in the data active = activity change below about -30%; note: % is set by controls: 0 for no effect and ±100 for the full control effect
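Kinetic fluorescence of a calcium dye serves as the read-out. D1-expressing Hek293 Trex cells, induced overnight at 30 C, are exposed to compound for 180 s before an EC80 dopamine addition, then read 180 s further.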
D2 PAM: HTS Assay for Positive Allosteric Modulators of the Human D2 Dopamine Receptor: Primary Screen for Potentiators; D(2) dopamine receptor (Homo sapiens), P14416; HEK293 T-REx D2, calcium flux, EC20 dopamine potentiation; potentiation, % at 10 µM; 340,000 tested, 0.34% active; AID 485347, 2010;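 active = potentiation over 3 SD above the plate norm, cut at about 30% in these data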; note: 0% is about no effect
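Tetracycline-induced Hek293 Trex D2 cells, force-coupled to calcium, loaded with no-wash calcium dye. Compound added with 180 s kinetic read for agonism, then EC20 dopamine and a further 180 s read for potentiation.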
D2 antag: HTS Assay for Allosteric Antagonists of the Human D2 Dopamine Receptor: Primary Screen for Antagonists | HEK293 TREx D2 cells, calcium flux, dopamine EC80 | inhibition, % at 10 µM | 340,000 tested, 2% active | AID 485344, 2010; in the data active = inhibition above about 30%; note: 0% is about no effect
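Antagonism is scored as inhibition of an EC80 dopamine-evoked calcium signal in a force-coupled, tetracycline-inducible HEK293 T-REx D2 line, with compound present 180 s before agonist.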
D1 agonist: Allosteric Agonists of the Human D1 Dopamine Receptor: qHTS | 360,000 tested, 1% active | HEK293 T-REx D1 cells, calcium flux, agonist mode | activation, % at 2 µM | D(1A) dopamine receptor (Homo sapiens), P21728; in the data active = activation above about 30%; note: 0% is about no effect
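Agonism was scored from calcium flux recorded over 180 s (1 read/s) after pintool compound addition, following a 10-cycle baseline. Cells were inducible force-coupled HEK293 TREx D1, plated overnight at 30 C and loaded with no-wash calcium dye.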
TRHR enhancer: qHTS for Small Molecule Agonists and Allosteric Enhancers of Human TRH Receptor: Primary Screen for Enhancers. AID 493056, 2011. enhancement, % at 2 µM. Thyrotropin-releasing hormone receptor (Homo sapiens), P34981. TRHR cells, fluo-8 calcium fluorescence, EC20 TRH enhancement. 360,000 tested, 0.66% active; in the data active = enhancement above about 30%; note: 0% is about no effect
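TRHR-expressing cells loaded with fluo-8 calcium dye were read kinetically (ex 480/em 530) during compound addition, then stimulated with an EC20 of TRH (10 nM final). Enhancement of the Gq-mediated intracellular calcium response was scored.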
RXFP1 agonist: qHTS Assay for Agonists of the Relaxin Receptor RXFP1. AID 2676, 2010. Potency, µM (series often up to 57.5 µM), for inactives: at the highest dose activation, most hits filed as activators. HEK293T-RXFP1 cAMP TR-FRET, 30 min; response scale: percent of porcine relaxin response, buffer zero. 370,000 tested, 0.3% active. Relaxin receptor 1 (Homo sapiens), Q9HBX9; active = well fitted activation curve with a large enough effect; inconclusive = small, poorly fitted or top-dose-only effect; note: potency is the fitted concentration of half-maximal effect; % is set by controls: 0 for no effect and ±100 for the full control effect; nearly all actives have a fitted effect of over 60% in size; many of its hits are not listed in these tables
Target sequence (Q9HBX9 whole entry, looked up): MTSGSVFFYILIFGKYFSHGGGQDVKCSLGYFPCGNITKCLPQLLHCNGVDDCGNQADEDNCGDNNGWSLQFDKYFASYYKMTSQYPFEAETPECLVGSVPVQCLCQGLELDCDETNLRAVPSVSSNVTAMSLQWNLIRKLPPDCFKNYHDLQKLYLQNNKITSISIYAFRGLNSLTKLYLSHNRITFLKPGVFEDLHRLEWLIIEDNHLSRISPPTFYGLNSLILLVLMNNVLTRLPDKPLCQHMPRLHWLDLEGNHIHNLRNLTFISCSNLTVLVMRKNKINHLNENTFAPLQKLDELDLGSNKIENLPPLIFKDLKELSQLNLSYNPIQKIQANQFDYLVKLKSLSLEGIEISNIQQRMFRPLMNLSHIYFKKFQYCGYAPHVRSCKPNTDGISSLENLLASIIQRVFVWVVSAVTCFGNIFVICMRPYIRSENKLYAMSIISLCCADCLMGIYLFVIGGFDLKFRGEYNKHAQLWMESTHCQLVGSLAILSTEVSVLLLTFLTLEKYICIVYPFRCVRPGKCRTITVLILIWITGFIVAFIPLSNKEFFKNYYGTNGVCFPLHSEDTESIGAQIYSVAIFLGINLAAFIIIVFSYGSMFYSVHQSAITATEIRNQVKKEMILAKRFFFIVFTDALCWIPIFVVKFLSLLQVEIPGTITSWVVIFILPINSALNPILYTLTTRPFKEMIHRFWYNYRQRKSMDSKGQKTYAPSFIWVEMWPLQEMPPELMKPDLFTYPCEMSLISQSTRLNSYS
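HEK293T cells stably expressing RXFP1 were pretreated with the PDE4 inhibitor Ro 20174, exposed to compounds for 30 min at 37C, lysed, and cAMP was read by TR-FRET. Data normalized to buffer (basal) and 29 nM porcine relaxin (100%).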
RXFP1 antagonist: qHTS Assay for Antagonists of the Relaxin Receptor RXFP1. HEK293-RXFP1, relaxin-stimulated cAMP HTRF, 30 min; hits give low values. AID 1259400, 2018. Relaxin receptor 1 (Homo sapiens), Q9HBX9. 350,000 tested, 0.59% active. activity change, negative = inhibition, % at 57.5 µM;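 active = activity change of -60% or lower, but not beyond a set lower limit; inconclusive = change between -60% and -40%, or beyond the set limit; inactive = change above -40%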; note: % is set by controls: 0 for no effect and ±100 for the full control effect
* marks the source's active call; other numbers are inactive results; ? = inconclusive; / = not tested or not shown. The list is partial; count on the stated rates, not on these rows.

SMILES	D2 ag	D1 PAM	D1 antag	D2 PAM	D2 antag	D1 agonist	TRHR enhancer	RXFP1 agonist	RXFP1 antagonist
Cc1cccnc1CCNC(=O)CCc1nnc(CCc2ccccc2)o1	1.0	3	1	-2	-4	0	14	-2.9%	0
CCC(C(=O)Nc1cc(OC)c(NC(=O)c2ccccc2)cc1OC)c1ccccc1 (configuration not stated)	-0.8	-1	-6	16	42*	7	2	0.2%	0
CN1CCN(S(=O)(=O)c2cccc(C(=O)Nc3ccccc3N3CCCCC3)c2)CC1	-0.6	-4	-3	-4	-10	3	-2	1.1%	-7
CCS(=O)(=O)c1nc(S(=O)(=O)c2ccc(C)cc2)c(NCCCN2CCCC2=O)s1	-0.4	-7	6	-9	-4	2	-5	18%	19
CC(C)c1nnc(SCc2ccc(CSc3nnc(C(C)C)n3N)cc2)n1N	-0.3	-6	-23	3	-25	0	2	1.3%	-5
Cc1nnc(NC(=O)c2ccc3c(c2)NC(=O)CS3)s1	1.1	1	9	-9	12	3	-2	-0.6%	4
CCc1ccccc1-n1c(SCC(=O)c2c(N)n(C3CC3)c(=O)[nH]c2=O)nnc1N1CCOCC1	0.7	-7	-8	-13	14	3	0	0.9%	3
COc1ccc(C(=O)N/N=C/C2CC=CCC2)cc1OC (configuration not stated)	0.8	4	-9	-10	1	3	-5	0.1%	-14
CC(NC(=O)c1ccc(NS(C)(=O)=O)cc1)c1ccccc1 (configuration not stated)	0.4	-2	4	/	-5	0	-1	0.9%	-21
Cc1noc(C)c1/C=N/Nc1ccc2ccccc2n1	-0.5	-2	2	-1	3	3	4	4.4%	-4
O=C(COC(=O)c1ccccc1-n1cnnn1)c1ccc(F)c(F)c1	-0.2	-9	8	1	4	0	-3	-0.7%	-5
Cc1c(CCNC(=O)c2ccc(Br)o2)sc2nc(-c3ccc(F)cc3)nn12	-1.4	-2	/	-14	/	2	-7	3.1%	?
C=CCNC(=S)NNC(=O)C(CCCC)CC(O)COCC(C)C (configuration not stated)	-3.1	4	-3	-3	7	2	2	-0.8%	-23
CCC(C)NC(=O)c1ccc(N2CC3CC(C2)c2cccc(=O)n2C3)c(NC(=O)c2ccc(Br)o2)c1 (configuration not stated)	0.6	2	-9	-5	3	0	-1	-4.4%	0
CC(C)N1CCC(N2CCN(Cc3ccc4nonc4c3)CC2CCO)CC1 (configuration not stated)	0.5	-4	-4	10	-4	5	-17	-4.9%	-8

5 of the entries above in order of their number in D2 antag, falling:
mol,D1 PAM,D1 antag,D2 PAM,D2 antag,D1 agonist,TRHR enhancer,RXFP1 antagonist
CCC(C(=O)Nc1cc(OC)c(NC(=O)c2ccccc2)cc1OC)c1ccccc1 (configuration not stated),-1,-6,16,42*,7,2,0
O=C(COC(=O)c1ccccc1-n1cnnn1)c1ccc(F)c(F)c1,-9,8,1,4,0,-3,-5
CC(C)N1CCC(N2CCN(Cc3ccc4nonc4c3)CC2CCO)CC1 (configuration not stated),-4,-4,10,-4,5,-17,-8
CN1CCN(S(=O)(=O)c2cccc(C(=O)Nc3ccccc3N3CCCCC3)c2)CC1,-4,-3,-4,-10,3,-2,-7
CC(C)c1nnc(SCc2ccc(CSc3nnc(C(C)C)n3N)cc2)n1N,-6,-23,3,-25,0,2,-5

Remaining list, next part:
SMILES	D2 ag	D1 PAM	D1 antag	D2 PAM	D2 antag	D1 agonist	TRHR enhancer	RXFP1 agonist	RXFP1 antagonist
CN(C)S(=O)(=O)c1cccc(NC(=O)c2cc3ccccc3o2)c1	0.0	-3	/	6	-36	11	6	0.0%	-15
CCOc1cc(/C=C2/C(=O)N(c3ccccc3)N=C2C)ccc1OC(=O)c1ccco1	0.2	1	28	12	-39	0	2	1.3%	-22
Cc1ccc2cc(N)ccc2n1	1.3	0	0	-7	13	0	4	0.2%	-5
CCOC(=O)C(C)N1C(=O)S/C(=C\c2ccc(-c3ccccc3C(=O)O)o2)C1=O (configuration not stated)	0.6	4	5	-3	14	3	3	6.4%	11
COc1ccc(CN2C(=O)CN=C2Nc2ccc(C)cc2C)cc1	/	-5	3	/	/	8	-5	3.0%	-1
CCOc1cc(N2CCOCC2)c(OCC)cc1NC(=O)CN1CCc2ccccc2C1	0.3	-4	-27	-5	-8	5	13	3.3%	-10
O=S(=O)(c1ccc(N2CCOCC2)nc1)N(Cc1ccccn1)Cc1ccccn1	-1.5	5	0	-1	12	4	1	1.8%	-6
COc1ccc(C(=O)N/N=C/c2sc(N3CCOCC3)nc2-c2ccccc2)cc1OC	-1.5	-2	-23	0	7	-1	-4	0.2%	-17
COc1cccc(NC(=O)Cn2c(=O)n(-c3ccc(C)cc3)c(=O)c3ccc(C(=O)NCc4ccco4)cc32)c1	1.4	4	-19	-1	/	8	-1	1.9%	-23
C=CCOc1cccc(C2/C(=C(\O)c3ccc(F)cc3)C(=O)C(=O)N2CCN(C)C)c1 (configuration not stated)	0.6	-5	-53*	1	17	-1	-3	2.9%	4
Cc1ccc(N2C(=O)CSC2c2ccc3c(c2)OCO3)cc1 (configuration not stated)	-1.5	-4	2	-5	4	0	3	-0.2%	-6
CC(C)CNC(=S)NNC(=O)c1nn(C)cc1Cl	0.5	-3	-14	6	18	0	-1	-3.1%	16
CCOC(=O)c1ccc(S(=O)(=O)NNC(=O)c2ccc3c(c2)nc(C)n3CC)cc1	0.5	-6	-20	13	8	1	13	-1.9%	1
CC(C)(C)NC(=O)CN1CCC(O)(c2ccc3c(c2)OCO3)CC1	/	-6	-7	/	/	2	-3	0.7%	-4
NC(=O)CC(NC(=O)c1cccc(Br)c1)c1ccc(N2CCN(c3ccc(F)cc3)CC2)c([N+](=O)[O-])c1 (configuration not stated)	14	-1	5	-15	-4	2	0	-2.9%	/

Of the compounds above, five contain an aryl methoxy group.
SMILES	D2 ag	D1 PAM	D1 antag	D2 PAM	D2 antag	D1 agonist	TRHR enhancer	RXFP1 agonist	RXFP1 antagonist
CCC(C(=O)Nc1cc(OC)c(NC(=O)c2ccccc2)cc1OC)c1ccccc1 (configuration not stated)	-0.8	-1	-6	16	42*	7	2	0.2%	0
COc1ccc(C(=O)N/N=C/C2CC=CCC2)cc1OC (configuration not stated)	0.8	4	-9	-10	1	3	-5	0.1%	-14
COc1ccc(CN2C(=O)CN=C2Nc2ccc(C)cc2C)cc1	/	-5	3	/	/	8	-5	3.0%	-1
COc1ccc(C(=O)N/N=C/c2sc(N3CCOCC3)nc2-c2ccccc2)cc1OC	-1.5	-2	-23	0	7	-1	-4	0.2%	-17
COc1cccc(NC(=O)Cn2c(=O)n(-c3ccc(C)cc3)c(=O)c3ccc(C(=O)NCc4ccco4)cc32)c1	1.4	4	-19	-1	/	8	-1	1.9%	-23

Random excerpt: 2 compounds from above, in no set order.
SMILES	D2 ag	D1 PAM	D1 antag	D2 PAM	D2 antag	D1 agonist	TRHR enhancer	RXFP1 agonist	RXFP1 antagonist
COc1ccc(C(=O)N/N=C/c2sc(N3CCOCC3)nc2-c2ccccc2)cc1OC	-1.5	-2	-23	0	7	-1	-4	0.2%	-17
CCOc1cc(N2CCOCC2)c(OCC)cc1NC(=O)CN1CCc2ccccc2C1	0.3	-4	-27	-5	-8	5	13	3.3%	-10

Later entries.
SMILES	D2 ag	D1 PAM	D1 antag	D2 PAM	D2 antag	D1 agonist	TRHR enhancer	RXFP1 agonist	RXFP1 antagonist
Cc1ccc2occ(CC(=O)Nc3c(C(=O)Nc4ccc(Cl)cc4)oc4ccccc34)c2c1	0.9	-1	-9	-7	/	3	-9	-0.6%	-8
CC(=O)NC1(C(F)(F)F)NC(=O)N(CC(C)C)C1=O (configuration not stated)	0.9	-7	1	11	-12	1	-2	-0.7%	1
COC(=O)C(Cc1cnc[nH]1)NC(=O)C1CCC(=O)N1 (configuration not stated)	1.1	-2	6	-2	-5	1	-1	-0.6%	5
COc1cccc(NCc2nnc3n2CCCCC3)c1	0.4	-3	2	-8	/	3	30	6.2%	/
CC(=O)N1CC(c2ccccc2)C(c2ccc(Cl)cc2)=N1 (configuration not stated)	-0.9	-2	10	7	-10	3	11	0.9%	-6
NNc1nc(-c2ccccc2)cc(-c2ccc(Br)cc2)n1	-1.3	-4	-7	1	3	3	-11	-0.1%	-14
Nc1ccc2nc(C3CCCCC3)[nH]c2c1	-0.3	-1	3	1	-24	4	2	3.4%	-11
COc1ccc(C(=O)N2CCN(c3ccc(NC(=O)c4cccs4)cc3)CC2)cc1	/	-2	5	3	-5	2	4	-1.7%	-8
O=c1c2ccccc2oc2cc(NCCCn3ccnc3)ccc12	1.0	-6	-7	-6	10	3	-4	25%	/
O=C(CC(=O)N/N=C\c1ccc(F)cc1)NCCc1ccccc1	0.8	-3	-15	-2	9	4	-3	-3.3%	-17
O=C(CCS(=O)(=O)c1ccc(Br)cc1)NCc1ccc(F)cc1	1.0	-7	-5	-2	2	1	-5	-1.1%	0
CC(C)Oc1ccc(C(=O)Nc2cc(=O)n(C)c(=O)n2C)cc1	1.5	0	3	-3	7	0	1	-0.6%	/
O=C(Nc1ccc2ccccc2c1)c1cccnc1	0.0	2	-20	7	6	4	5	-0.6%	-5
CCOC(=O)C1CCN(C(=O)c2cn(-c3ccccc3)nc2-c2cccnc2)CC1	-0.2	2	21	5	-16	-2	2	-0.4%	/
CCOC(=O)C1CCN(S(=O)(=O)c2ccc(NC(=O)c3ccco3)cc2)CC1	/	-6	-33*	/	/	2	1	1.7%	-16
CCc1ccccc1NC(=O)Cn1c(SCc2ccc(F)cc2)nc2ccncc21	-0.4	-3	-7	-5	/	3	-1	8.9%	/
Cc1ccc2c3c1C1(C(=O)N3C(C)(C)CC2C)C(C#N)=C(N)Oc2cc(O)ccc21 (configuration not stated)	0.7	6	17	-3	-8	4	-6	0.7%	-12
O=C(COC(=O)c1cccc(-n2cnnn2)c1)Nc1c(Cl)cccc1C(F)(F)F	0.0	-1	7	-3	19	2	-3	-0.1%	-14
COc1ccc(C(=O)C[N+]2(C)CCOCC2)cc1	1.1	-4	1	1	-1	2	-2	2.4%	-32
O=C(CSc1nnc(NC(=O)C2CC2)s1)Nc1ccccc1Cl	-0.8	-3	-1	-2	-10	0	5	4.8%	-12
CCCOc1ccc(OC(=O)Cc2ccc(OC)c(S(=O)(=O)N3CCOCC3)c2)cc1	0.4	-6	2	-2	1	1	-1	0.0%	-25
